# Dengue-2 NS5 capping – Dengue-2 NS5 methyltransferase inhibitors, primary screen, biochemical, confirmation dose response (AID 588689); Dengue-2 NS5 methyltransferase capping enzyme assay, biochemical; higher % means a stronger effect; actives 0.3% (n = 340,000); Genome polyprotein (Dengue virus type 2 (strain 16681-PDK53)); inhibition, % at 25 µM, or IC50 in µM where a hit was titrated; in the data active = a potency from the dose series
# GPR55 LPI antagonism – GPR55 antagonists blocking LPI-driven arrestin recruitment, primary screen, imaging, U2OS, beta-arrestin-GFP, LPI agonist (AID 2013). U2OS GPR55 beta-arrestin-GFP translocation imaging, LPI antagonism; higher % means a stronger effect. inhibition, % at 10 µM; hits with a dose series show IC50 in µM. actives 0.13% (n = 290,000);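 active = spots per cell inhibited over 60%, with over 100 cells counted and total cytoplasm intensity under 500,000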;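 note: U2OS cells stably carrying GPR55 and arrestin-GFP stimulated by 5 µM LPI near EC80; imaged beta-arrestin-GFP aggregate spots per cell after agonist stimulation; plate controls were LPI-stimulated DMSO wells for no effect and DMSO wells without LPI for full effect; some results filed as inactive read as strong as hits; confirmed hits need IC50 under 10 µM and bright autofluorescent wells are also inconclusive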
# SV40 large T antigen – SV40 large T antigen inhibitors, biochemical (AID 1903); actives 0.39% (n = 310,000); SV40 large T antigen ATPase/helicase inhibition assay; higher % means a stronger effect; inhibition, % at 20 µM; hits with a dose series show IC50 in µM; in the data active = a potency from the dose series; note: strong numbers were not always called active
# PhoP inhibition – inhibitors of PhoP regulon expression, primary screen, Salmonella Typhimurium, GFP reporter (AID 1863) | actives 0.16% (n = 300,000) | S. Typhimurium PhoP-regulated promoter GFP reporter, 4 h; higher % means a stronger effect | inhibition, % at 50 µM, or IC50 in µM where a hit was titrated;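 active = inhibition over 29.93%, a cutoff 3 SD above the screen mean, later confirmed by dose response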;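 note: 0% = low Mg2+ inducing control and 100% = high Mg2+ repressing control; strong numbers were not always called active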
# MgcRacGAP inhibition – MgcRacGAP GTPase-activating activity inhibitors, confirmation, biochemical, ADP Hunter fluorescence; Rac GTPase-activating protein 1 (Homo sapiens); MgcRacGAP-stimulated Rac1 GTP hydrolysis, ADP Hunter fluorescence; higher % means a stronger effect; GST-tagged Rac1 F28L mutant substrate; one-dose inhibition, % at 30 µM; IC50 in µM for titrated hits; actives 0.6% (n = 340,000); AID 624330, 2012;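 active = first-screen hits whose inhibition reached a set limit at any dose in the follow-up dose series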;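 note: fluorescence reports GDP produced by GAP-driven GTP hydrolysis; strong numbers were not always called active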
# RSV CPE inhibition – RSV antiviral activity via CPE protection, HEp-2 cells, primary 10 µM value included (AID 2391); HEp-2 cells, RSV-induced CPE inhibition; higher % means a stronger effect; one-dose CPE inhibition, % at 10 µM; IC50 in µM for titrated hits; actives 0.13% (n = 310,000); in the data active = a potency from the dose series; note: strong numbers were not always called active
# GPR35 antagonists – GPR35 antagonists blocking zaprinast-driven arrestin recruitment, primary screen, imaging, U2OS, beta-arrestin-GFP, zaprinast agonist (AID 2058); G-protein coupled receptor 35 (Homo sapiens); U2OS GPR35 beta-arrestin-GFP translocation imaging, zaprinast antagonism; higher % means a stronger effect; one-dose inhibition, % at 10 µM; IC50 in µM for titrated hits; actives 0.052% (n = 290,000);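 active = inhibition of at least 50% with at least 30 cells and total cytoplasm GFP at most 10,000,000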
# K1F lysis inhibition – inhibition of K1F phage lysis, E. coli UTI89, bacterial capsule biogenesis inhibitors, alamar blue (AID 488966); E. coli UTI89 K1F phage lysis, alamar blue, 2 h; higher % means a stronger effect; inhibition, % at 100 µM, or IC50 in µM where a hit was titrated; actives 0.02% (n = 340,000);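 active = phage lysis inhibition, versus mean bacterial control, above a set limit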;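 note: capsule biogenesis inhibitors block K1F phage lysis so surviving cells raise fluorescence; higher fluorescence means more inhibition of phage lysis; actives were called in the ten point dose series up to 300 µM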
# HIV peptide binding – inhibitors of HIV fusion peptide binding, primary screen, biochemical, uHTS, fluorescence dequenching (AID 1986); one-dose inhibition, % at 20 µM; IC50 in µM for titrated hits; cell-free peptide binding, fluorescence dequenching, 30 min; higher % means a stronger effect; actives 0.3% (n = 290,000); in the data active = inhibition mostly above about 52%, no sharp cut-off; inactive = mostly below about 76%; note: some results filed as inactive read as strong as hits
# Dengue-2 NS5 capping pilot replicate – also measured in Dengue-2 NS5 capping; calls as there; inhibition, %; measured here: pilot screen replicate inhibition
# Active calls of the source: *; · = no result given; [ ] = dose if it differs, or a comment.
# The first 4 entries as a preview:
SMILES,Dengue-2 NS5 capping,GPR55 LPI antagonism,SV40 large T antigen,PhoP inhibition,MgcRacGAP inhibition,RSV CPE inhibition,GPR35 antagonists,K1F lysis inhibition,HIV peptide binding,others
CCCCN(C)C(=O)c1nc2ccccn2c1CN1CCC[C@H]1C(=O)OC,-2%,1%,23%,4%,1%,-1.0%,-1%,1.7%,0.4%,
O=C(Cn1ncc2c([nH]c3ccccc32)c1=O)Nc1cccnc1,-10%,-24%,7%,-2%,9%,3.1%,13%,0.0%,-0.2%,
O=C(O)CSCC(=O)N1CCN(c2nc3cc(Cl)ccc3s2)CC1,-9%,2%,8%,1%,11%,0.1%,-14%,0.1%,-0.9%,
COc1ccccc1C(=O)c1cc2ccc(O)cc2oc1=O,-13%,11%,4%,2%,5%,-1.4%,-7%,-0.4%,5.1%,

# The list itself, from the start:
SMILES,Dengue-2 NS5 capping,GPR55 LPI antagonism,SV40 large T antigen,PhoP inhibition,MgcRacGAP inhibition,RSV CPE inhibition,GPR35 antagonists,K1F lysis inhibition,HIV peptide binding,others
CCCCN(C)C(=O)c1nc2ccccn2c1CN1CCC[C@H]1C(=O)OC,-2%,1%,23%,4%,1%,-1.0%,-1%,1.7%,0.4%,
O=C(Cn1ncc2c([nH]c3ccccc32)c1=O)Nc1cccnc1,-10%,-24%,7%,-2%,9%,3.1%,13%,0.0%,-0.2%,
O=C(O)CSCC(=O)N1CCN(c2nc3cc(Cl)ccc3s2)CC1,-9%,2%,8%,1%,11%,0.1%,-14%,0.1%,-0.9%,
COc1ccccc1C(=O)c1cc2ccc(O)cc2oc1=O,-13%,11%,4%,2%,5%,-1.4%,-7%,-0.4%,5.1%,
COC(=O)CC1=C(C(=O)OC)C(c2cc(OC)c(OC)cc2OC)C(C#N)=C(N)O1 (centres undefined),-11%,-1%,8%,10%,5%,0.7%,3%,-0.2%,0.6%,
CCOc1ccc(C(=O)N(Cc2ccccc2)c2cccc(C)c2)cc1OC,-5%,7%,7%,-5%,6%,9.8%,6%,-0.6%,-1.0%,
NC(=S)NNC(=O)Nc1cccc(Cl)c1,-7%,2%,23%,-1%,6%,1.0%,7%,3.2%,-1.3%,
C=CCN1C(=O)CN=C1Nc1ccccc1,2%,21%,5%,-3%,10%,-0.2%,10%,0.2%,-3.9%,
CN(Cc1nccs1)C(=O)c1ccc(OC2CCN(Cc3ccccn3)CC2)cc1,3%,16%,10%,-1%,10%,-0.1%,0%,0.8%[50 µM],1.7%,
Oc1ccccc1C1Nc2cccc3cccc(c23)N1,28%,6%,17%,-11%,26%,4.8%,1%,0.6%,52%,
O=C(O)c1sccc1SCc1ccc(Cl)c(Cl)c1,12%,10%,20%,-21%,6%,8.8%,-5%,-0.3%,9.1%,
CCOC(=O)c1c(C)[nH]c(C)c1S(=O)(=O)N1CCN(C(=O)c2ccco2)CC1,4%,1%,16%,-13%,16%,1.5%,-12%,0.5%,-0.6%,
CN1CCN(CCCNC(=O)c2ccc3c(c2)N(Cc2ccc(F)cc2)CCS3)CC1,2%,-27%,4%,-2%,8%,-2.0%,10%,0.3%,-1.4%,
CC(OC(=O)c1nsc(Cl)c1Cl)C(=O)NCc1ccc2c(c1)OCO2 (centres undefined),-3%,-1%,-5%,26%,2%,-1.1%,16%,-0.6%[50 µM],-4.0%,
Cc1cc(C)nc(N2CCC(C(=O)NCc3ccccc3F)CC2)n1,-6%,8%,5%,1%,8%,1.7%,10%,-0.3%,-1.1%,
COc1ccc(Cl)cc1N(CC(=O)NC1CC2CCC1C2)S(=O)(=O)c1ccccc1 (centres undefined),-8%,0%,4%,-4%,9%,15%,-5%,1.9%[50 µM],-0.8%,
COc1ccc(C)cc1NC(=O)C(NCC1CCCO1)c1ccccc1 (centres undefined),-6%,-2%,-7%,-8%,6%,1.7%,0%,0.0%,-2.5%,
Nc1ncc(Br)cc1S(=O)(=O)NCCC(=O)NCCc1ccc(Cl)cc1,-8%,6%,15%,12%,0%,1.7%,-2%,0.0%,2.2%,
COc1ccccc1NC(=O)Nc1nn(C)c2cccc(N(C)C)c12,8%,6%,19%,-3%,17%,·,-7%,1.1%,-2.0%,
CC(C)CN1C(=O)c2ccc(C(=O)Nc3ccc(OCC(=O)O)cc3)cc2C1=O,3%,-8%,0%,9%,5%,0.2%,4%,1.1%[50 µM],-0.1%,
COc1ccc(CC2(C)OC(c3ccncc3)=NN2C(C)=O)cc1 (centres undefined),2%,7%,5%,6%,1%,-1.7%,6%,0.6%,1.6%,
COc1cccc(N2C(=O)C3CCCN3C2c2ccc(N(C)C)cc2)c1 (centres undefined),1%,11%,9%,9%,10%,-2.5%,10%,-4.8%,1.9%,
CCC1(C)Cc2c(sc3nc(SCC(=O)O)[nH]c(=O)c23)CO1 (centres undefined),1%,15%,2%,17%,14%,-0.9%,0%,0.2%,-0.9%,
O=C(CSc1ccsc1[N+](=O)[O-])NC1CCCC1,-4%,12%,1%,-4%,-13%,1.3%,-15%,0.0%,4.3%,
Cc1c(O)ccc(C(=O)CN2CCN(c3ccccc3F)CC2)c1O,2%,2%,5%,-7%,11%,0.8%,2%,0.7%,-0.1%,
C=CCNC(=S)/N=c1/ccccn1CC,0%,5%,16%,-13%,7%,-1.0%,-9%,0.2%,0.6%,
CCOC(=O)/C(=C\c1ccc(OC)c(OC)c1)C(=O)c1cccnc1,-29%,2%,8%,4%,0%,1.1%,14%,-0.1%,-1.7%,
c1csc(Cc2nc3ccccc3[nH]2)c1,-6%,-8%,-2%,19%,4%,2.1%,5%,3.4%,0.8%,
O=C(COc1ccc(-c2ccccc2)cc1)N/N=C/c1cc(O)ccc1Br,-10%,20%,16%,9%,2%,7.1%,-25%,105%[50 µM],14%,
O=C(COc1ccccc1Cl)NC(=S)Nc1ccc(CN2CCOCC2)cc1,-4%,10%,16%,-6%,7%,0.6%,7%,0.1%,-2.4%,
CCN(CC)c1c(-c2ccccc2)c2cc(C)ccc2[nH]c1=O,-2%,12%,-5%,10%,3%,-0.2%,12%,-0.2%,0.1%,
CNC(=O)C1C2C=CC3(O2)C1C(=O)N(CCOC)C3C(=O)NCc1ccc(OC)cc1 (centres undefined),-4%,11%,15%,-2%,-5%,0.5%,7%,2.1%,2.0%,
Cc1ccc(CS(=O)(=O)CCC(=O)NCCC(C)C)cc1,1%,16%,7%,-9%,6%,0.5%,-7%,2.6%,0.2%,
Cc1ccc(CN2CCCC(C(=O)N3CCCC3)C2)cc1 (centres undefined),3%,10%,20%,4%,·,-0.3%,5%,0.3%,0.5%,
CC1CCCC(C)N1S(=O)(=O)c1ccc(S(=O)(=O)N2CCOCC2)cc1 (centres undefined),-3%,9%,4%,-3%,10%,1.8%,-9%,-0.1%,0.4%,
O=C(CN1CCCc2ccccc21)N/N=C/c1ccccc1O,-4%,14%,22%,12%,3%,5.0%,18%,0.4%,5.9%,
O=c1cc(-c2ccc(O)c(-c3c(O)cc(O)c4c(=O)cc(-c5ccc(O)cc5)oc34)c2)oc2cc(O)cc(O)c12,10%,-2%,1%,17%,4%,0.3%,15%,-0.6%,48%,
Fc1ccc(-c2nnc(CSc3nnc(-c4ccc5c(c4)OCO5)o3)o2)cc1,-3%,-2%,14%,2%,2%,1.4%,-2%,-0.3%,-1.2%,
CC(C)C(NC(=O)CCN1C(=O)c2ccccc2C1=O)c1ccccc1 (centres undefined),0%,17%,10%,-4%,7%,0.3%,7%,0.1%,-1.6%,Dengue-2 NS5 capping pilot replicate=-0.6
O=C(OCc1cc2ccccc2[nH]c1=O)C1CCCCC1,-3%,3%,2%,-9%,4%,2.9%,7%,0.3%,0.8%,
Cc1c(NC(=O)COC(=O)C2(c3ccc(F)cc3)CCCC2)c(=O)n(-c2ccccc2)n1C,·,-12%,-4%,-3%,3%,-1.6%,0%,-0.1%,-1.2%,
Cc1ccc(NC(=S)NC2CC3CCC(C2)N3Cc2ccco2)c(C)c1 (centres undefined),-1%,3%,8%,7%,3%,0.6%,-10%,0.5%,-2.4%,
CCOC(=O)C(C)n1cnc2c(nnn2-c2ccccc2)c1=O (centres undefined),-6%,0%,4%,·,11%,0.9%,9%,2.8%,-0.9%,
COc1ccc(-n2c(C)cc(-c3csc(N)n3)c2C)cc1,18%,4%,8%,4%,12%,6.1%,7%,0.6%,24%,
COc1cc(NC(=O)CSc2ncnc3sc4c(c23)CCCC4)c(C(=O)O)cc1OC,-3%,13%,18%,-3%,3%,2.5%,-24%,-0.1%,18%,
COc1ccc(-n2c3c(c(=O)[nH]c2=O)C(C(F)(F)F)(C(F)(F)F)N=C(CC(C)C)N3)cc1,-2%,7%,11%,-7%,7%,-1.0%,21%,6.9%,0.6%,
Clc1ccc(-c2csc(NNC3=NCCCCC3)n2)cc1,-3%,·,4%,-4%,6%,0.4%,2%,0.9%,-1.1%,
Cn1c(N)c(C(=O)N/N=C/c2ccccc2)sc1=S,3%,22%,10%,-4%,4%,5.1%,-2%,0.2%,1.7%,
CCOC(=O)c1cccc(NC2c3ccccc3C(=O)N2Cc2ccco2)c1 (centres undefined),1%,-15%,12%,4%,4%,7.3%,-9%,2.5%,1.2%,
O=C(COc1ccc(Cl)cc1Br)N1CCN(c2ccccc2)CC1,-1%,-5%,6%,-9%,11%,2.5%,-7%,1.3%,0.6%,
O=C(O)c1ccccc1SCc1cn2cc(Cl)ccc2n1,-2%,5%,5%,4%,10%,0.0%,5%,-0.2%,-1.0%,
COc1ccc(S(=O)(=O)NCc2ccccn2)cc1NC(=O)c1ccc(C)cc1,-1%,·,4%,4%,-1%,-1.0%,·,0.5%[50 µM],·,
O=C(Cc1c(F)cccc1Cl)OCN1C(=O)c2ccccc2C1=O,-5%,-5%,11%,-8%,5%,1.6%,-3%,0.4%,-0.9%,
O=C(Cc1ccccc1)NC(NC(=S)Nc1cc(Cl)ccc1Cl)C(Cl)(Cl)Cl (centres undefined),-2%,4%,19%,8%,7%,0.1%,7%,0.1%,0.1%,
COc1ccc(NC(=O)CS(=O)(=O)c2cn(CC(=O)N(C(C)C)C(C)C)c3ccccc23)c(OC)c1,2%,-3%,7%,-2%,8%,4.5%,2%,0.4%,-0.8%,
COC(=O)c1ccc(N/C(C)=C/C(=O)c2ccc(C)o2)cc1,0%,0%,-2%,7%,7%,-1.4%,5%,0.0%,4.9%,

# Assay outcomes: PubChem BioAssay, several laboratories
